High-throughput results from PubChem BioAssay.
VLA-4 inh: inhibition in a human VLA-4 binding assay. inhibition, % (about 7 µM as worked out from the volumes in the protocol). AID 2557. VLA-4 expressing cells, ligand binding flow cytometry. 330,000 compounds, 0.2% hits; in the data active = inhibition above about 50%
Fh CTSL1 inh: blocks F. hepatica cathepsin L1 in PFM18AAP counter-screen; recombinant F. hepatica cathepsin L1, Z-Leu-Arg-MCA fluorescence; inhibition, % at 5.96 µM; 300,000 compounds, 0.49% hits;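 active = inhibition above the mean of all tested compounds plus 3 SD, set per screening campaign, cut at about 17% in these data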;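 note: 0% = plate median of test compound wells and 100% = 1 µM Z-Phe-Ala-diazomethylketone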
proCasp3 act: activates human procaspase-3 | recombinant procaspase-3 D3A, Ac-DEVD-pNA absorbance 405 nm | activation, % at 8.5 µM | 330,000 compounds, 0.11% hits;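 active = activation above the mean of all tested compounds plus 3 SD, cut at about 21% in these data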;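 note: 0% = DMSO alone and 100% = DMSO wells spiked with extra 5 µM PC-3 D3A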
Target sequence (P42574 whole entry D9A/D28A/D175A): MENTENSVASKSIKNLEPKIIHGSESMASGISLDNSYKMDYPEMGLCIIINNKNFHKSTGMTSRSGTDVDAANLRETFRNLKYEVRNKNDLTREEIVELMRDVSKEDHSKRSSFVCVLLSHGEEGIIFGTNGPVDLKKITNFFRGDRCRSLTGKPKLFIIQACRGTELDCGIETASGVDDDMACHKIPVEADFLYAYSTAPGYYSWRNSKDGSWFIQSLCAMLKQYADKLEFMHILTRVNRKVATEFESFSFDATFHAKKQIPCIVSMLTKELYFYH
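Compound: 8.5 µM single point, 0.8% DMSO / Material: Autoprocessing-dead procaspase-3 D3A mutant enzyme / Timing: 1 h preincubation plus 2 h reaction at 25 °C / Medium: Zinc-free HEPES/NaCl buffer with 0.01% Triton X-100 at pH 7.4 / Technique: 405 nm absorbance of p-nitroaniline, reads at 0 and 120 min / Repeats: one well per compound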
JMJD2C inh: human JMJD2C demethylase inhibition; Q9H3R0; GST-JMJD2C(1-420) H3K9me3 demethylation, DELFIA europium; inhibition, % at 2.35 µM; 330,000 compounds, 0.069% hits;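 active = more than half of a compound's replicate wells show inhibition beyond 50%, single wells judged on their own value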;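 note: signal counts dimethyl H3K9 product captured on neutravidin plate; 0% = median of DMSO wells and 100% = 0.3 times that DMSO median; strong numbers were not always called active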
HCV core dimer: blocks dimerization of HCV core protein | inhibition, % at 5 µM | 300,000 compounds, 0.33% hits | TR-FRET GST/Flag-core106 dimerization, 1536-well;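 active = inhibition above the mean of all tested compounds plus 3 SD, set per screening campaign, cut at about 45% in these data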
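Material: GST/Flag-tagged HCV core106 proteins. Incubation: 4 h, 22.5 °C incubation. Read-out basis: inhibition (%) from 671 over 617 nm ratio. Measured by: TR-FRET, excitation 340 nm, emission 617 and 671 nm.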
proCasp7 act: counter-screen: procaspase-7 (human) activation. P55210. recombinant procaspase-7, Ac-DEVD-pNA absorbance 405 nm; D23A/D198A/D206A triple mutant, cannot self-cleave; scale: DMSO 0, 5 µM enzyme 100. activation, % at 8.5 µM. 330,000 compounds, 0.093% hits;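 active = percent activation above the screen-wide mean plus 3 SD, cut at about 25% in these data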
Target sequence (P55210 whole entry D23A/D198A/D206A): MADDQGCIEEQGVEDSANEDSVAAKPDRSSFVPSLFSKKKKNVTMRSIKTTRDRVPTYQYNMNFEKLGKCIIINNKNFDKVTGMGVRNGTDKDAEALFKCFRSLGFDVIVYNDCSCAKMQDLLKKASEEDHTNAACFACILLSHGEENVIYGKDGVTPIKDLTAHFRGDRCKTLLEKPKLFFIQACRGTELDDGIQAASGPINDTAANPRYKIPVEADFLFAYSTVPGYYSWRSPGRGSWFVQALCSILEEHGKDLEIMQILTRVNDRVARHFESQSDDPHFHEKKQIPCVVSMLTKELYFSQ
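signal = Epi-absorbance of released pNA at 405 nm, two timepoints | assay system = Uncleavable procaspase-7 mutant enzyme | reagent = Ac-DEVD-pNA substrate, 400 µM as added | times = 1 h enzyme–compound preincubation and 2 h substrate reaction, both 25 °C | benchmarks = low DMSO alone, high DMSO plus 5 µM PC-7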
GRK2 inh: inhibitors of human GRK2 displacing RNA aptamer | P25098 | bead flow cytometry, FAM-aptamer displacement from GRK2 | inhibition of aptamer binding, % at 10 µM | 330,000 compounds, 0.59% hits | AID 488847;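 active = inhibition of aptamer binding above 40%, roughly 3 SD of noise, on plates passing a quality check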;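 note: median bead fluorescence of bound FAM aptamer so fluorescent compounds give negative values; no value below 0 was filed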
PP5 primary: blocks human protein phosphatase 5 activity; purified PP5c, OMFP substrate fluorescence; inhibition, % at 6.7 µM; 320,000 compounds, 0.18% hits;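 active = inhibition above the campaign's mean inhibition across all tested compounds plus 3 SD, cut at about 9.5% in these data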;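 note: 0% = DMSO only and 100% = 100 µM cantharidin control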
Target sequence (P53041 whole entry, looked up): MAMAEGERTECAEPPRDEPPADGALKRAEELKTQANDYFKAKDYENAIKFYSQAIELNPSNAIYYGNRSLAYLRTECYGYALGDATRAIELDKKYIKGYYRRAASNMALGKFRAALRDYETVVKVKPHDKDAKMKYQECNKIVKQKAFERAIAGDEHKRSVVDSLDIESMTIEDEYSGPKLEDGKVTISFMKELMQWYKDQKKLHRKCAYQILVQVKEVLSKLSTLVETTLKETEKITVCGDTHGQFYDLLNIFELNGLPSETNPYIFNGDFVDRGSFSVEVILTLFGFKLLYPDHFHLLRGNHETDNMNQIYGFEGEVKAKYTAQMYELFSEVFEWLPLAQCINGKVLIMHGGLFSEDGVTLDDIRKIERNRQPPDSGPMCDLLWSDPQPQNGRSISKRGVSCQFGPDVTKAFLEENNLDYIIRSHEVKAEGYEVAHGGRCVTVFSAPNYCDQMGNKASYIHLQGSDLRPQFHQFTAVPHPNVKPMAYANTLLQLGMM
PP1 inh: PP1-alpha (human) inhibition in PP5 counter-screen; P62136; purified PP1alpha, OMFP fluorescence; inhibition, % at 6.7 µM; 320,000 compounds, 0.9% hits; AID 2235;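 active = inhibition above the mean inhibition of all tested compounds plus 3 SD, computed separately for each screening campaign, cut at about 15% in these data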
An asterisk follows results filed as active; · = not tested or not shown. Rows are unselected (roughly 2.6% active in at least one column).

The opening four entries (preview)
SMILES	VLA-4 inh	Fh CTSL1 inh	proCasp3 act	JMJD2C inh	HCV core dimer	proCasp7 act	GRK2 inh	PP5 primary	PP1 inh
COc1cc(C(=O)OCC(=O)Nc2sccc2C(N)=O)cc(OC)c1OC	2	6	0	-7	8	12	0	1.4	-2
CC(C)N=Cc1c(O)[nH]c2ccccc12	·	1	4	-13	-8	9	1	-1.6	-8
CC(C)C(C)NC(=O)COn1nnc2ccc(S(=O)(=O)N3CCOCC3)cc21 (configuration not stated)	2	·	7	5	·	6	0	0.4	-3
CCC(C)NC(=O)CCc1c(C)nc2nc(-c3cc(OC)cc(OC)c3)nn2c1C (configuration not stated)	-3	-2	3	-5	-2	-10	2	-0.1	0

This part in full (from the top)
SMILES	VLA-4 inh	Fh CTSL1 inh	proCasp3 act	JMJD2C inh	HCV core dimer	proCasp7 act	GRK2 inh	PP5 primary	PP1 inh
COc1cc(C(=O)OCC(=O)Nc2sccc2C(N)=O)cc(OC)c1OC	2	6	0	-7	8	12	0	1.4	-2
CC(C)N=Cc1c(O)[nH]c2ccccc12	·	1	4	-13	-8	9	1	-1.6	-8
CC(C)C(C)NC(=O)COn1nnc2ccc(S(=O)(=O)N3CCOCC3)cc21 (configuration not stated)	2	·	7	5	·	6	0	0.4	-3
CCC(C)NC(=O)CCc1c(C)nc2nc(-c3cc(OC)cc(OC)c3)nn2c1C (configuration not stated)	-3	-2	3	-5	-2	-10	2	-0.1	0
Cc1cc(=O)[nH]c(SCCCOc2ccc(F)cc2)n1	3	3	1	-7	-5	4	0	1.7	-4
CC(O)C(NS(=O)(=O)c1ccc(Cl)cc1)C(=O)OCc1nnc(-c2ccccc2)o1 (configuration not stated)	2	-12	-1	-4	-1	4	2	-0.8	-2
O=C(c1cccc(S(=O)(=O)Nc2ccc(Br)cc2)c1)N1CCCC1	2	-3	1	1	2	2	1	1.2	-6
O=C(NCCSc1ccc(Cl)cc1)c1ccco1	-3	1	-2	12	-3	-14	5	0.7	-3
COc1ccc(-n2nnnc2SCC(=O)c2cccc(OC)c2)cc1	-7	3	7	-1	13	2	3	0.8	-2
Cn1ncc(C#N)c1/N=C/N1CCCCCC1	5	0	-5	·	-3	-2	0	3.8	1
Nc1nc(NCCCN2CCOCC2)nc(NCc2ccccc2)c1[N+](=O)[O-]	19	2	-4	-20	4	0	0	-1.5	-2
CC1CCC(NC(=O)CN2C(=O)COc3ccc(S(=O)(=O)N4CCCC4)cc32)CC1 (configuration not stated)	7	-3	3	-3	-2	8	6	1.7	4

The last 2 compounds of the part before open the next one:
SMILES	VLA-4 inh	Fh CTSL1 inh	proCasp3 act	JMJD2C inh	HCV core dimer	proCasp7 act	GRK2 inh	PP5 primary	PP1 inh
Nc1nc(NCCCN2CCOCC2)nc(NCc2ccccc2)c1[N+](=O)[O-]	19	2	-4	-20	4	0	0	-1.5	-2
CC1CCC(NC(=O)CN2C(=O)COc3ccc(S(=O)(=O)N4CCCC4)cc32)CC1 (configuration not stated)	7	-3	3	-3	-2	8	6	1.7	4
CC(C)COC(=O)C1C2C=CC3(CN(C(C)c4ccc(Br)cc4)C(=O)C13)O2 (configuration not stated)	10	4	4	5	3	9	3	-0.3	-2
COc1ccc(C(=O)C(C)[n+]2ccc(-c3nnc4n3CCCCC4)cc2)cc1 (configuration not stated)	15	-3	8	-10	1	1	0	0.3	0
Cc1c(/C=C/C(=O)c2ccc(C(C)C)cc2)cnn1C	-9	0	-2	-40	-3	-3	2	3.8	-1
CCC(C)(C)NC(=O)C(c1ccc(OC)cc1)N(C(=O)CCC(=O)Nc1cc(C)on1)C(C)(C)C (configuration not stated)	5	-3	3	-6	-1	19	0	0.0	2
COc1ccc(C(=O)c2no[n+]([O-])c2C(=O)c2ccc(OC)cc2)cc1	16	18*	-9	6	14	-1	0	1.5	-2
CC(NS(=O)(=O)c1ccccc1)C(c1cccs1)N1CCOCC1 (configuration not stated)	7	79*	-3	-5	4	-6	0	-1.3	-3
CCOC(=O)N1CCN(c2cc(N)c([N+](=O)[O-])cc2F)CC1	2	4	-3	-26	-13	-15	3	-0.7	0
COCCNC(=O)CCC1CCN(C/C=C/c2ccccc2OC)CC1	-3	-1	-4	-2	-12	7	0	2.4	-1
CS(=O)(=O)NNC(=O)Cn1nnc(-c2ccc(OCc3ccccc3Cl)cc2)n1	0	0	-2	-15	-6	-5	0	3.5	13
C/C(Cc1ccccc1)=N\NC(=O)CNC(=O)c1ccc(F)cc1	22	0	4	-3	-2	-1	0	4.4	-3
COc1ccc2c(c1)[nH]c1c(=O)n(CCCn3ccnc3)cnc12	-8	6	5	-9	-4	5	0	1.6	-1
CC(C)OC(=O)C1CC=CCC1C(=O)Nc1ccc(Cl)cc1 (configuration not stated)	8	1	2	-3	-7	-10	0	-0.1	-1
CCCCOC(=O)Nc1nc(C)c(C(=O)OCC)s1	-2	2	9	-3	-1	7	3	1.1	-2
COc1ccc(S(=O)(=O)N2CCOC23CCN(C(=O)c2ccccc2OC)CC3)cc1	5	1	1	-4	-3	18	4	-1.8	-2
Cc1c(NC2=CC(=O)CCC2)c(=O)n(-c2ccccc2)n1C	-1	0	-4	7	5	4	6	-0.4	-5
Cc1ccc(C(=O)Nc2ccc(C(=O)O)cc2)cc1S(=O)(=O)NCc1ccccc1	2	0	6	-6	-19	-3	0	-2.9	-1
CCOc1ccccc1CNCCNC(=O)c1nonc1N	3	2	2	-1	-3	9	4	-0.8	-6
COc1ccc2nc(SCC(N)=O)cc(C)c2c1	-3	3	-14	-37	8	-1	1	-1.0	-3
CCc1c(C)nc2ncnn2c1N1CCC(C(=O)N2CCN(c3ccc(F)cc3)CC2)CC1	3	-2	7	11	10	-5	0	2.5	1
NS(=O)(=O)c1ccc(NC(=O)COC(=O)c2cnccn2)cc1	-2	-13	4	15	10	4	1	-1.3	-4
C[C@H](NS(=O)(=O)c1ccc(Cl)cc1)C(=O)OCC(=O)NC(=O)Nc1ccc2c(c1)OCCO2	-5	-7	-1	1	-11	5	2	2.9	0
CCCCc1cc(=O)oc2cc(OCC(=O)NC(Cc3c[nH]c4ccc(O)cc34)C(=O)O)ccc12 (configuration not stated)	5	0	9	·	-1	0	2	3.8	0
CCOC(=O)N1CCN(C(=O)CNS(=O)(=O)c2cccs2)CC1	-11	-5	2	-5	1	-4	0	0.4	-3
O=C1Nc2ccccc2N(O)N1c1ccc(Cl)c(Cl)c1	7	1	-7	-30	-1	-5	0	-0.1	-2
Cc1ccc(/C=N/NC(=O)C(=O)N/N=C/c2ccc(C)o2)o1	2	4	-2	7	-1	5	0	1.2	-1
CCNC(=O)N(CC)C[C@H]1N[C@@](C)(C(=O)OC)[C@H]2C(=O)N(Cc3ccccc3)C(=O)[C@@H]12	-3	·	9	24	·	5	1	·	·
CC(C)CN(C(=O)Cn1ccccc1=O)C1CCS(=O)(=O)C1 (configuration not stated)	3	·	-4	-2	·	-13	0	-0.9	-5
CSc1ccc(CN(C)C(=O)c2cc3ccccc3o2)cc1	-3	4	0	-23	-6	4	2	3.5	9
Cc1ccc(S(=O)(=O)NCCC(=O)NC2CC2)cc1	28	-1	0	43	-1	8	1	0.2	7
COC(=O)c1sc2cc(=O)n(-c3cccc(C(F)(F)F)c3)nc2c1O	2	2	-13	-2	-8	-16	4	-1.3	3
Cc1c(C(=O)OCCOc2ccc(Br)cc2)sc(=S)n1C	3	3	-10	6	-13	-1	0	3.2	-3
COc1cc2c(cc1OC)CN(C(=O)c1sc(-c3cnccn3)nc1C)CC2	-2	-1	-3	8	-9	-1	1	0.1	-1
O=C(CN1C(=O)NC2(CCCC2)C1=O)Nc1ccc(S(=O)(=O)N2CCOCC2)cc1	0	0	3	20	2	-6	0	0.9	-3
Cc1c(NC(=O)c2cc(=O)[nH]c(=O)[nH]2)c(=O)n(-c2ccccc2)n1C	15	1	2	6	1	2	3	-1.6	-1
COc1ccc(S(=O)(=O)N(CC(=O)Nc2cc(C)on2)Cc2ccccc2)cc1	8	-3	2	-10	1	16	0	-0.8	0
O=C(NCc1ccccc1)c1cc(=O)[nH]c2ccccc12	2	6	5	-6	-1	-6	1	1.6	4
COC(=O)c1c(CSc2ccc(C)c(C)c2)noc1C(=O)NCc1ccc(OC)cc1	11	2	-12	11	21	5	2	0.9	2
Cc1cc(N2CCN(C)CC2)ccc1NC(=O)c1c2c(nc3ccccc13)CCN(Cc1ccccc1)C2	26	0	2	4	-67	-2	0	-0.6	-3
Cc1ccc(NC(=O)C(C)Sc2nc(=O)cc(N)n2-c2ccccc2)cc1 (configuration not stated)	-1	4	10	0	-4	-6	0	1.8	-1
CC(=O)Nc1ccc(NC(=O)Nc2cccc(C)c2C)cc1	4	2	-2	-4	-2	3	2	-0.2	-6
COc1ccccc1Nc1nc(N)nc(CSC(=S)N2CCN(c3ccccc3)CC2)n1	14	3	4	-24	5	2	2	1.1	-2
O=S(=O)(c1ccc(SCCOc2ccc(Br)cc2)nc1)N1CCCC1	6	·	-8	·	·	-14	5	3.0	0
CCCCN(C)C(=O)CC(NS(=O)(=O)c1ccc(NC(C)=O)cc1)C(C)C (configuration not stated)	3	1	-2	14	-4	1	1	0.6	6
CC(OC(=O)CC1CC2CCC1C2)C(=O)Nc1ccc(C(N)=O)cc1 (configuration not stated)	2	·	15	-8	·	2	0	3.5	-2
CCc1nnc(NC(=O)CSc2nnc3c(n2)[nH]c2ccccc23)s1	-3	-2	10	-10	3	3	2	2.0	-3
O=C1NCCN(Cc2ccc(-c3ccccc3)cc2)C1CC(=O)N1CCN(CCO)CC1 (configuration not stated)	4	1	2	-8	2	-2	100*	2.2	0
C=CCOc1cccc(C2C(C(=O)c3ccco3)=C(O)C(=O)N2CCN2CCOCC2)c1 (configuration not stated)	-2	-4	-13	2	0	-11	0	1.5	1
Cc1cc(S(=O)(=O)NCCN(C)C)c(C)s1	0	0	0	6	-3	-5	2	0.7	-2
CC1(C)OC(=O)N(c2ccccn2)C1(C)O (configuration not stated)	7	3	4	-13	0	8	0	2.0	-3
CC(=O)Nc1ccc(S(=O)(=O)N2CCN=C2c2ccccc2)cc1	-11	-9	7	1	-22	0	0	-0.8	-7
O=C1CCC(C(=O)N2CCN(c3cnccn3)CC2)CN1CCc1cccc(F)c1 (configuration not stated)	-1	-3	0	-1	-1	-9	0	3.6	2
NC(=O)[C@@H]1CC2(CC(c3cccc(NC(=O)[C@H]4CCC(=O)N4)c3)=NO2)CN1C(=O)c1ccc(Cl)cc1 (some centres not stated)	-4	-2	-1	4	-19	-1	2	0.6	2
CCn1c(C(O)c2cc(OC)ccc2OC)nc2ccccc21 (configuration not stated)	8	-6	-3	86	-5	-3	1	0.8	-2
Cc1c(CCC(=O)O)c(=O)oc2cc3occ(-c4ccc(F)cc4)c3cc12	-12	4	2	4	17	0	0	-0.6	4
COc1ccccc1NS(=O)(=O)c1ccc(C(=O)NCC(c2ccco2)N(C)C)cc1 (configuration not stated)	11	·	2	·	·	8	4	-1.1	-2
